TLR9-MyD88 inh: inhibitors of human TLR9-MyD88 binding; Q9NR96+Q99836; CHO BLA complementation TLR9-MyD88, CCF4 FRET ratio; inhibition, % at 4.98 µM; 340,000 tested, 0.21% active; AID 504734;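 active = inhibition above the mean over all tested compounds plus 3 SD, cut at about 21% in these data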;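 note: 0% = DMSO only wells and 100% = clavulanate BLA inhibitor control wells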
Cardio protect: myocardial damage modulation in H9c2 cells. AID 588492. protection from H2O2 cell death, % at 20 µM. 360,000 tested, 0.63% active. H9c2 cardiomyocytes, H2O2 injury protection, ATPLite, 2 h;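 active = compounds giving at least 50% protection of heart cells from peroxide-induced death in the single-dose screen, raw or plate-pattern-corrected value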;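 note: 0% = DMSO wells with peroxide and 100% = DMSO wells without peroxide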
ABHD5 PLIN5 PPI: ABHD5-PLIN5 protein interaction inhibition. Q00G26+Q8WTS1. Split G. princeps luciferase complementation, luminescence, 4 h. inhibition, % at 4 µM. 360,000 tested, 0.78% active;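 active = inhibition above the mean inhibition across every tested compound plus 3 SD, cut at about 22% in these data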;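 note: 0% = DMSO only wells and the 100% control is not disclosed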
Target sequence (Q00G26 whole entry, looked up): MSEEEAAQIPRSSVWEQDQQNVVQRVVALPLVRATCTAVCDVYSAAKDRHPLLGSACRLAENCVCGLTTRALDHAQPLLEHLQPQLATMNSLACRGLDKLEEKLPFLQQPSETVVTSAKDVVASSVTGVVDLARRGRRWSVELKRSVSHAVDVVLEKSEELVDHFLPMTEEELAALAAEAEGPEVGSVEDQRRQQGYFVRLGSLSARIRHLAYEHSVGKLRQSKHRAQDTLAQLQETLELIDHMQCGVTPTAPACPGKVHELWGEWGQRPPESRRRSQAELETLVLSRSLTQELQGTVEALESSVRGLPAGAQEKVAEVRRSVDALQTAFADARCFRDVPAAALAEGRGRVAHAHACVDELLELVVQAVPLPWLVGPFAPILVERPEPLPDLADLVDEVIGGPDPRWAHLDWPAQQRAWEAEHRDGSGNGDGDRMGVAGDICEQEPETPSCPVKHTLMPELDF
Target sequence (Q8WTS1 whole entry, looked up): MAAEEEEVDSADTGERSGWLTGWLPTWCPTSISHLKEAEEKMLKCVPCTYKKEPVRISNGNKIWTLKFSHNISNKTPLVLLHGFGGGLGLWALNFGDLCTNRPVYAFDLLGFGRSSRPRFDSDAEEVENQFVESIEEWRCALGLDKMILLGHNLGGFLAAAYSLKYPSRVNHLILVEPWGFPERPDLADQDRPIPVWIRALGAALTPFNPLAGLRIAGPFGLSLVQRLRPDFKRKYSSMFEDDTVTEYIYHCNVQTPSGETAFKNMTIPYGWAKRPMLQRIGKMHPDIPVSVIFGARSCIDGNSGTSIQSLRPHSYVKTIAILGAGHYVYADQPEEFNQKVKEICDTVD
MC4R ag barr: human MC4R agonism via beta-arrestin. AID 540308. 360,000 tested, 0.98% active. P32245. U2OS MC4R beta-arrestin complementation, luminescence; percent of melanotan II response, DMSO zero. activation, % at 8.9 µM;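 active = activation above a per-plate cutoff, the mean activation of sample wells on that plate plus 3 SD, cut at about 8% in these data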
HTR2A ag: mouse HTR2A agonism via beta-arrestin recruitment; P35363; CHO-K1 mHTR2A beta-arrestin complementation, luminescence; percent of 30 µM serotonin response; activation, % at 7.6 µM; 360,000 tested, 0.66% active;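 active = activation above a run cutoff, the mean activation of all tested compounds plus 3 SD, cut at about 14% in these data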;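 note: 0% = plate median of compound wells and 100% = 30 µM serotonin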
MC4R antagonist: antagonists of human melanocortin 4 receptor (MC4R); P32245; MC4R-expressing cells, MTII-stimulated cAMP, LANCE TR-FRET; inhibition, % at 6.5 µM; 360,000 tested, 0.48% active;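 active = inhibition above its plate's cutoff, the mean of tested wells on that plate plus 3 SD, cut at about 29% in these data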;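 note: 0% = Melanotan II alone and 100% = Melanotan II plus saturating MCL0020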
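Assay system: U2OS cells stably expressing human melanocortin 4 receptor (MC4R) / Dosing: 6.5 µM / Timing: compound 30 min, challenge 1 h, detection 1 h / Measured by: Eu-cAMP/anti-cAMP TR-FRET, emission 671 nm / Replicates: singlicate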
NOD2 RIPK2 PPI: blocks binding of human NOD2 to RIPK2. O43353. CHO BLA complementation NOD2-RIPK2, CCF4 ratio. inhibition, % at 4.98 µM. 360,000 tested, 0.38% active. AID 624267; in the data active = inhibition above about 21%;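 note: 0% = vehicle only and 100% = reference blocker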
N-glyco inh: blocks N-linked glycosylation in D54 reporter cells | reporter increase, % at 12.5 µM | 360,000 tested, 0.23% active | AID 588692 | D54 ERlucT glycosylation luciferase reporter, 24 h; percent of 100 nM tunicamycin response;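 active = mean luciferase reporter signal, scaled so untreated is 0 and the glycosylation-blocking control 100, at or above a set limit in every replicate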;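 note: luciferase carries N-glycosylation sites so blocking glycosylation raises the light; 0% = median of neutral control wells and 100% = median of 100 nM tunicamycin wells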
NCOA2 inhibitor: inhibits human steroid receptor coactivator 2 | AID 651957 | inhibition, % at 9 µM | HEK293 GAL4-SRC2 luciferase reporter, luminescence | 370,000 tested, 0.17% active;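 active = inhibition above the mean inhibition of all tested compounds plus 3 SD, set per campaign, cut at about 52% in these data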;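 note: 0% = DMSO treated cells and 100% = cells given Gossypol at 36 µM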
ABCB6 inh 2: inhibitors of human ABC transporter ABCB6. AID 602162. K562-ABCB6 porphyrin accumulation, flow cytometry, 1 h; stronger effect = lower value. Q9NP58. fluorescence ratio to DMSO, % at 10 µM. 360,000 tested, 0.19% active;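 active = fluorescence ratio to DMSO below 75%, the collection mean minus 3 SD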;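 note: signal is porphyrin accumulated inside mitochondria; 100% equals median channel fluorescence of DMSO control wells; lower ratio means ABCB6 inhibition with less porphyrin fluorescence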
Numbers without * were called inactive; nt = not tested or not shown. A portion of the library. The share of hits here may be higher or lower than overall.

SMILES | TLR9-MyD88 inh | Cardio protect | ABHD5 PLIN5 PPI | MC4R ag barr | HTR2A ag | MC4R antagonist | NOD2 RIPK2 PPI | N-glyco inh | NCOA2 inhibitor | ABCB6 inh 2
Cc1ccc2cccc(OCC(=O)NCc3ccco3)c2n1 | -1 | 6 | -4 | -1.4 | 1 | -2 | -9 | -1 | -4 | 98
CCOC(=O)Cn1c(=NC(=O)C2COc3ccccc3O2)sc2cc(S(N)(=O)=O)ccc21 (stereo not given) | 1 | 14 | -1 | -3.5 | -1 | 14 | -3 | -2 | 12 | 101
Cc1ccccc1OCCC(=O)OCC(=O)NC1CCS(=O)(=O)C1 (stereo not given) | 4 | 2 | 1 | -1.4 | 2 | 7 | 3 | 1 | 2 | 102
CC(C)C[C@H]1COc2cccc(N3CCSCC3)c2S(=O)(=O)N1 | nt | nt | -4 | nt | 2 | nt | 5 | nt | -20 | 102
CC(=O)N(Cc1c(C#N)c2ccccc2n1C)c1ccccc1 | -11 | -3 | -2 | 0.1 | 5 | -7 | 12 | 1 | 20 | nt
Cc1noc(NS(=O)(=O)c2ccc(NC(=O)/C=C/c3ccc(Cl)cc3Cl)cc2)c1C | 0 | -2 | 6 | 0.3 | 2 | 4 | 4 | 1 | 1 | 102
COc1ccc(OCC(=O)NCCCn2ccnc2)cc1 | 2 | 3 | 1 | -1.6 | -1 | 5 | 15 | 0 | -21 | 78
Cc1cc(C)n(-c2ccc(C(=O)Nc3nc4ccccc4s3)cc2)n1 | -5 | -17 | -1 | 6.7 | 1 | 10 | -2 | -2 | -43 | 101
CCOC(=O)c1[nH]c2ccc(C)cc2c1N | -5 | -11 | -5 | -1.7 | -1 | 2 | 5 | -6 | -57 | 183
COC(=O)C1CCN(C(=O)c2sc3nc(-c4ccc(F)cc4)cn3c2C)CC1 | 9 | -4 | 6 | -1.8 | 0 | 8 | -1 | 1 | -20 | 100
COC(=O)c1ccccc1NC(=O)COC(=O)/C=C/c1cccs1 | 2 | 9 | -2 | 20* | -3 | 4 | -12 | 0 | 5 | 100
COc1ccccc1NC(=O)CSc1c2c(nc3ccccc13)CCC2 | -14 | 7 | 1 | -3.1 | -1 | 4 | 2 | -1 | 4 | 93
O=S(=O)(Cc1ccccc1)C(c1ccccc1)S(=O)(=O)Cc1ccccc1 | -1 | 8 | -2 | -1.7 | 1 | -5 | -2 | -4 | 1 | 93
Cc1c(N=C2NC(=O)C(CC(=O)Nc3ccccc3)S2)c(=O)n(-c2ccccc2)n1C (stereo not given) | -6 | 11 | -5 | -2.2 | -2 | -4 | 2 | 1 | -3 | 105
COc1cc(C(=O)OCC(=O)N2CCC(C)CC2)cc2c1OCCO2 | -19 | 5 | -15 | 0.5 | -3 | 6 | 0 | -2 | -17 | 119
COc1ccc(Oc2cn[nH]c2-c2ccc(OCC(=O)NN)cc2O)cc1 | -6 | -3 | -13 | 1.0 | -2 | 10 | -2 | 1 | -1 | 99
O=C(c1ccc(COc2ccccc2Br)o1)N1CCN(c2ccccn2)CC1 | -7 | 18 | -1 | 3.6 | -7 | 8 | 2 | -1 | 5 | 95
COc1ccc(CNc2ncnc3ccccc23)cc1 | -2 | -11 | -7 | 0.6 | 6 | 4 | 2 | -7 | 29 | 101
CC(=O)N=C1C=CC(=CN(O)C(C)(C)Cc2ccccc2)C=C1 | 3 | -4 | 5 | -1.1 | -1 | -2 | -2 | -1 | 4 | 98
CC(Oc1ccc(F)cc1)C(=O)Nc1cc(S(=O)(=O)N2CCCCC2)ccc1N1CCOCC1 (stereo not given) | -9 | 0 | -8 | 1.7 | 5 | -2 | -8 | -4 | -6 | 99
COc1ccc(/C=C(/NC(=O)/C=C/c2ccccc2)C(=O)O)cc1 | 3 | 6 | -2 | -1.1 | -2 | 11 | -10 | 2 | -6 | 100
Cc1ccc(S(=O)(=O)N(C)C)cc1NC(=O)CSc1nc2ccccc2c(=O)n1CC1CCCO1 (stereo not given) | -1 | 2 | 3 | -1.9 | -8 | 14 | 6 | -5 | 0 | 97
CCN=c1scc(C)n1/N=C/c1ccsc1 | 1 | -4 | -2 | -2.7 | -1 | 6 | 5 | -4 | -123 | 93
CCc1nnc(NC(=O)c2ccc(S(=O)(=O)N(CC(C)C)CC(C)C)cc2)o1 | 9 | 42 | -1 | -2.7 | -1 | -6 | -5 | 2 | 27 | 95
CCOC(=O)C1CCCN(c2c(NCC3CCCN3CC)c(=O)c2=O)C1 (stereo not given) | 4 | -2 | 12 | 0.2 | 9 | -4 | -32 | 1 | -5 | 103
COc1ccc(CNC(=O)Nc2ccccc2)cc1 | 1 | -9 | 3 | -1.4 | 4 | 5 | -15 | -1 | -46 | 102
O=C(O)CN1C(=O)C(=O)N(Cc2ccc(C(F)(F)F)cc2)C1=O | 2 | -2 | -7 | -1.2 | -3 | 2 | -1 | 3 | -28 | 84
O=C(CCn1cccn1)N1CCCC(N2CCN(c3cccc(Cl)c3)CC2)C1 (stereo not given) | -5 | 6 | -4 | -2.1 | -4 | 15 | -9 | 1 | -8 | 102
CCc1nnc(-n2nc(C)cc2-c2ccccc2)n1N | -1 | -4 | -3 | -0.7 | 4 | 2 | 1 | 1 | -21 | 101
O=C(COC(=O)c1ccc(NS(=O)(=O)c2cccs2)cc1O)NCc1ccccc1 | 1 | -1 | 7 | -0.4 | 0 | -2 | 5 | 24 | -10 | 89
COc1cccc(CN(C)C(=O)COc2cccc3c2OC(C)(C)C3)c1OC | 12 | 0 | 4 | 1.4 | 9 | -5 | -10 | 1 | 12 | 98
CCc1cccc(NC(=O)Cn2c(=O)oc3cc(S(=O)(=O)N4CCOCC4)ccc32)c1 | -9 | -30 | -1 | -0.4 | -8 | 11 | -8 | -2 | 8 | 98
CC(C)(C)c1cc(Br)ccc1OCC(=O)Nc1ncn[nH]1 | 4 | -8 | 3 | -0.5 | -2 | 8 | 1 | -2 | 17 | 102
CC(=O)Oc1cccc(N2C(=O)C3C(C2=O)C2C=CC3C23CC3)c1 (stereo not given) | 0 | 9 | -6 | -2.4 | 0 | 0 | 5 | 0 | -31 | 96
COc1ccc(CCNC(=O)Cc2ccc(NS(=O)(=O)c3ccc(F)cc3)cc2)cc1OC | -14 | -5 | -3 | 0.9 | 5 | 14 | -1 | 2 | -2 | 98
Cn1c2ccccc2c2c(C(=O)N3CCN(C(=O)c4ccco4)CC3)cn(C3CCCCC3)c(=O)c21 | -4 | 44 | 9 | -1.5 | -3 | 13 | 5 | 0 | -19 | 101
O=C(O)c1ccc(-n2ncc(Cl)c(Cl)c2=O)cc1 | -5 | -8 | 8 | -2.5 | 2 | 2 | -10 | 3 | nt | 96
COC(=O)C1=CN(c2ccc(Oc3ccccc3)cc2)C(N)=C(C#N)C1c1cccc(F)c1 (stereo not given) | nt | nt | 1 | nt | -5 | nt | -11 | nt | 8 | nt
CCc1ccc(N(CC)c2ncnc3nc[nH]c23)cc1 | -2 | -19 | -2 | -0.6 | -4 | 16 | -2 | -9 | 41 | 103
COc1ccc(CN2CCNC(=O)C2CC(=O)N(Cc2nccn2C)C(C)C)c(OC)c1 (stereo not given) | -2 | 2 | -8 | 0.2 | 7 | 15 | 3 | 2 | -1 | 101
c1ccc(CCc2cc3ccccc3[nH]2)cc1 | 5 | -2 | -4 | 3.5 | -6 | 2 | -9 | 2 | -28 | 108
O=C(Cn1ncc2c(=O)oc3ccccc3c21)NC1CC1 | 1 | 6 | -4 | 0.3 | -1 | 5 | 1 | 0 | 19 | 104
CNc1nc(N(C)C)nc(N(C)C)n1 | 4 | 1 | -3 | 0.5 | 3 | 16 | -5 | 2 | -25 | 183
CN(C(=O)c1cc(S(=O)(=O)N2CCOCC2)cs1)c1ccccc1 | -17 | 0 | 1 | -2.3 | 3 | 2 | -1 | -1 | -39 | 97
CC1CCCCC1NC(=O)COC(=O)c1ccc(N(C)C)cc1 (stereo not given) | -2 | -10 | 1 | -0.6 | 4 | 7 | -1 | -2 | -12 | 99
CCOC(=O)c1cccc(NS(=O)(=O)c2c(C)[nH]c(C)c2C(=O)N2CCCC2)c1 | -5 | -1 | -1 | -2.2 | -6 | 7 | 0 | 0 | -4 | 98
CC(C)CC(=O)Nc1ncnc2c1C(=O)CC(C)(C)C2 | -2 | -7 | -1 | 1.4 | -1 | 2 | -17 | 2 | -24 | 91
COc1ccc(CNC(=S)Nc2ccccc2-c2ccccc2)cc1 | -2 | -7 | 4 | -1.4 | 1 | 9 | 0 | -1 | nt | 96
Cc1noc(C)c1COC(=O)C1(c2cccc(F)c2)CCCC1 | -2 | 7 | -3 | -0.2 | 2 | 9 | 1 | -2 | 0 | 88
O=S(=O)(c1ccc(F)cc1)N1CCN(Cc2ccccc2C(F)(F)F)CC1 | -5 | -4 | -7 | -0.1 | -5 | 0 | 3 | 0 | -13 | 99
CC(CCc1ccccc1)NC(=O)c1cccs1 (stereo not given) | -5 | -2 | 13 | 0.2 | -5 | -5 | -4 | -2 | -19 | 84
CC(=O)Nc1ccc(NC(=O)C(C)OC(=O)CCC2CCCCC2)cc1 (stereo not given) | 5 | 4 | -16 | -0.9 | -4 | -2 | 7 | 2 | 5 | 98
Cc1cccc(CN2CCCC(C(=O)Nc3ccc(-c4cscn4)cc3)C2)c1 (stereo not given) | -9 | 14 | 1 | -4.3 | -17 | -3 | 5 | 8 | -11 | 106
O=C(CNc1ccccc1)Nc1cccc2ccccc12 | -1 | 0 | 5 | -1.2 | 0 | 0 | 3 | -1 | -18 | 98
CCCOc1ccc(/C(O)=C2/C(=O)C(=O)N(CCN(C)C)C2c2ccco2)cc1 (stereo not given) | -3 | -13 | 7 | 0.4 | 3 | 4 | -5 | 2 | 3 | 106
Cc1cccc(NC(=S)Nn2cnnc2)c1C | -5 | -12 | -6 | -0.1 | 0 | 15 | -8 | 1 | -2 | 92
CC(C)Nc1ccc(C(CC(N)=O)NC(=O)Cc2cccc3ccccc23)cc1[N+](=O)[O-] (stereo not given) | 7 | -8 | 2 | -0.2 | -2 | 6 | -5 | 6 | -7 | 93

Three compounds already listed, sorted by molar mass, high to low:
SMILES | TLR9-MyD88 inh | Cardio protect | ABHD5 PLIN5 PPI | MC4R ag barr | HTR2A ag | MC4R antagonist | NOD2 RIPK2 PPI | N-glyco inh | NCOA2 inhibitor | ABCB6 inh 2
O=S(=O)(c1ccc(F)cc1)N1CCN(Cc2ccccc2C(F)(F)F)CC1 | -5 | -4 | -7 | -0.1 | -5 | 0 | 3 | 0 | -13 | 99
CC(CCc1ccccc1)NC(=O)c1cccs1 (stereo not given) | -5 | -2 | 13 | 0.2 | -5 | -5 | -4 | -2 | -19 | 84
Cc1cccc(NC(=S)Nn2cnnc2)c1C | -5 | -12 | -6 | -0.1 | 0 | 15 | -8 | 1 | -2 | 92

Source: PubChem BioAssay (several laboratories)
